Vif imaging – HIV Vif inhibition. HEK293T cells, Vif self-association by quenched fluorescence, imaging, 24 h. inhibition, % at 7.49 µM. 340,000 compounds, 0.35% hits; in the data active = inhibition above about 50%, passing the limit was not always enough; inconclusive = no clear call, values can overlap the other calls; inactive = below about 31%; note: some results filed as inactive read as strong as hits
CF NFkB inh – inhibitors of cystic fibrosis induced NF-kB; KKLEB NF-kB-GFP reporter, PAF-induced, GFP fluorescence overnight; AID 588850; 360,000 compounds, 0.86% hits; inhibition, % at 5 µM;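 active = at least 50% inhibition at 5 µM, scaled per plate between neutral and stimulator controls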;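 note: PAF is a Pseudomonas aeruginosa culture filtrate used as stimulus; plate controls were PAF-stimulated DMSO wells for no effect and unstimulated DMSO wells for full effect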
Peg3 promoter – Peg3 promoter activity inhibition | inhibition, % at 20 µM | 360,000 compounds, 1.7% hits | HeLa PEG-Prom luciferase reporter, luminescence, overnight;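 active = inhibition of at least 50% at 20 µM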
Shn3 3UTR inh – inhibitors of Schnurri-3 3'UTR reporter in osteoblasts. Clone20 osteoblast Shn3 3'UTR firefly luciferase, 24 h. AID 588674. 360,000 compounds, 0.52% hits. inhibition, % at 12.5 µM;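 active = mean inhibition of at least 75% with every replicate also reaching 75%; inconclusive = mean inhibition at least 75% but some replicate below; inactive = mean inhibition below 75%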;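 note: 0% = median of neutral control wells and 100% = pilot-screen positive control compound; some compounds past the cut are filed as inactive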
KKLEB cytotox – CF airway cell cytotoxicity counter-screen. KKLEB CF airway cells viability, ATPlite luminescence, overnight; hits give low values; cells stimulated with P. aeruginosa culture filtrate. activity change (cytotoxicity), % at 5 µM. 360,000 compounds, 0.36% hits;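 active = corrected activity change at or below -50% at 5 µM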
TRPM1 prom inh – MITF TRPM1 promoter inhibition in SK-MEL-5 cells | SK-MEL-5 TRPM1 promoter luciferase, 24 h | inhibition, % at 12.5 µM | 330,000 compounds, 0.83% hits;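 active = mean inhibition across replicates of 60% or more, whatever share of single replicates reaches that level; inconclusive = some that reach 60%, reason not given; inactive = mean inhibition across replicates below 60%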; note: values of inactives mirror those of a sister screen read the other way
NR2E3 ag-1 – human photoreceptor-specific nuclear receptor agonism; Q9Y5X4; CHO-S Gal4-NCOR/VP16-NR2E3 two-hybrid, luciferase; inhibition of corepressor binding, % at 3.98 µM; 360,000 compounds, 0.35% hits; AID 602229;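 active = inhibition above the mean of all tested compounds plus 3 SD, cut at about 70% in these data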;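 note: 0% = DMSO with NR2E3 transfected cells and 100% = cells lacking NR2E3 construct; higher means lower luciferase signal from less NR2E3 corepressor binding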
Target sequence (Q9Y5X4 whole entry, looked up, the tested form may be a part): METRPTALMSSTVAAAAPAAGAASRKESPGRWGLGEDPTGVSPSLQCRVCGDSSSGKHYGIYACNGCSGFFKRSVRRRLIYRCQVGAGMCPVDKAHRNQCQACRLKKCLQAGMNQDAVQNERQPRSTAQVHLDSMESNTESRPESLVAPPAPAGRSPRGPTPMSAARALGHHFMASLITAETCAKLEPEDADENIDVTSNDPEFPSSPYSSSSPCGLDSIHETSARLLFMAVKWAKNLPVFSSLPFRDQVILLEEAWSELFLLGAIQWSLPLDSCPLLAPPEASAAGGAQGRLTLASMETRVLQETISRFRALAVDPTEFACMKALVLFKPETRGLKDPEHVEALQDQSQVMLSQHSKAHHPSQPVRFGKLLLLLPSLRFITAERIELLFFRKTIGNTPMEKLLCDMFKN
NR2E3 ag-2 – activates human photoreceptor nuclear receptor NR2E3 | Q9Y5X4 | GST-NR2E3/biotin-RetCOR TR-FRET, 1536-well | inhibition of corepressor binding, % at 4.78 µM | AID 2300 | 320,000 compounds, 0.12% hits;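 active = percent inhibition above the cutoff of mean plus 3 SD of all tested compounds, set per screening campaign, cut at about 20% in these data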;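 note: 0% = DMSO wells and 100% = biotin wells as full block of FRET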
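Format: 1536-well format; test system: GST-NR2E3 and biotin-RetCOR proteins; read-out basis: percent inhibition of TR-FRET ratio; timing: 5 h incubation at 4 °C; detection: time-resolved FRET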
HIF-2a block – blocks HIF-2a reporter activity | 786-0 RCC cells HIF-2a reporter, luciferase luminescence, overnight | inhibition, % at 18.8 µM | 360,000 compounds, 0.72% hits;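 active = inhibition of the luminescence signal of 40% or more relative to plate controls, in a single-dose primary screen at 18.75 µM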
PDI inh – PDI (human) enzyme inhibition. P07237. PDI insulin aggregation turbidity, A650, 90 min. inhibition, % at 10 µM. 350,000 compounds, 0.052% hits;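 active = mean inhibition across replicates of 30% or more, whatever share of single replicates reach that level; inconclusive = mean inhibition below 30% while every single replicate reaches 30%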;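 note: absorbance from insulin aggregation driven by PDI reduction with DTT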
Target sequence (P07237 whole entry, looked up): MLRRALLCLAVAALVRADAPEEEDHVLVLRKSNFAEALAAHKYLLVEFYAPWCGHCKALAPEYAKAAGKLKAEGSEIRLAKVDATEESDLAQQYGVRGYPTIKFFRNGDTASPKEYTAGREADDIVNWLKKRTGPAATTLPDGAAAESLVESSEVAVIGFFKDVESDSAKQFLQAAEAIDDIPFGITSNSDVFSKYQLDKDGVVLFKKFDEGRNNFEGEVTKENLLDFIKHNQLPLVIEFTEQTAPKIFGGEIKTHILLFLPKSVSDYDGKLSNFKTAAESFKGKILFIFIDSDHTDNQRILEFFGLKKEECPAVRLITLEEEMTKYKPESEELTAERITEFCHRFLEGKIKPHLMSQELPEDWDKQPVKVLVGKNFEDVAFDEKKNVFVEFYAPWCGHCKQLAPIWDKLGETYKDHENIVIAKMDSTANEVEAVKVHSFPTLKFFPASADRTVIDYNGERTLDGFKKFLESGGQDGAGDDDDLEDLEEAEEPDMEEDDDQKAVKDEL
CaV13 FRET inh – Disruptors of the CACNA1D IQ motif to Ca2+-dependent inactivation inhibitor domain association, primary screening, Förster resonance energy transfer in intact living …. HEK cells, CFP/YFP FRET ICDI-IQ, plate reader, 10 min; percent FRET-ratio fall versus neutral wells. inhibition, % at 12.3 µM. 340,000 compounds, 0.098% hits;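 active = mean replicate inhibition of at least 30% and at least 1% of replicates passing that level; inconclusive = only one of the two criteria is met; inactive = neither criterion is met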;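 note: 0% = median of the neutral control wells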
* marks the source's active call; other numbers are inactive results; ? = inconclusive; . = not tested or not shown.

SMILES	Vif imaging	CF NFkB inh	Peg3 promoter	Shn3 3UTR inh	KKLEB cytotox	TRPM1 prom inh	NR2E3 ag-1	NR2E3 ag-2	HIF-2a block	PDI inh	CaV13 FRET inh
CN(C)C(=O)c1cccc(-c2cnc3c(NC=O)cc(-c4ccc(F)cc4)cn23)c1	1.2	8.0	35.5	19.8	-5.4	.	-3.7	.	9.0	-0.9	-11.2
CC1=C(C(=O)N(C(C)C)C(C)C)CC(CC(=O)NCc2cccs2)C(=O)N1Cc1ccccc1 (configuration not stated)	-1.6	9.0	6.7	5.4	7.2	.	-3.9	.	7.5	1.7	-6.3
C(=C\c1ccccc1)/CN1CCN(C(c2cc3ccccc3o2)c2nnnn2C2CCCCC2)CC1 (configuration not stated)	-2.1	15.7	25.6	7.2	-2.8	.	-1.7	.	-47.6	.	-6.3
COc1ccc(C(=O)C(/C=N/O)=N/Nc2ccc(F)cc2)cc1	-15.3	17.4	-15.6	24.8	-13.4	-8.4	15.7	-0.6	-109.3	4.3	-1.7
C/C(=N\NC(=S)Nc1cccc(C)c1)c1ccccc1	0.4	8.1	-175.7	3.6	-7.5	-32.5	71.2*	-1.8	-190.4	2.1	-5.3
CCCCC(=O)N/N=C(\C)CC(=O)Nc1cc(Cl)ccc1OC	-0.7	-2.0	93.5*	3.2	4.9	-0.9	-15.7	0.0	22.7	23.1	-4.0
O=C(Cc1ccc(-n2cccc2)cc1)N1CCc2ccccc21	.	-12.2	-80.2	-22.0	7.4	-30.5	-73.3	0.3	-33.4	0.4	-0.6
CN(c1ccc(C(=O)NCCSC(C)(C)C)cc1)S(C)(=O)=O	-1.8	-5.5	-184.9	-57.5	3.9	-75.4	-71.7	2.7	-152.3	5.3	-3.7
COc1ccc(CNC(=O)Nc2nc(C(N)Cc3ccc(C(F)(F)F)cc3)cs2)cc1 (configuration not stated)	3.5	23.1	95.4*	5.8	-7.8	.	-24.0	.	1.8	3.1	-11.5
COc1ccc(CNC(=O)c2cc(S(=O)(=O)N3CCCC3)cn2C)cc1	4.6	26.7	6.8	17.2	-11.3	1.8	5.9	-0.4	9.7	.	-6.4
COc1cccc(C(=O)NNC(=O)c2ccccc2Br)c1	1.3	5.1	-17.7	-7.6	-11.5	-3.7	-6.4	0.5	-40.5	3.1	-9.4
Cc1ccc(CC(=O)N2CCN(c3ccccn3)CC2)cc1	-0.4	-5.3	-37.5	-0.2	-3.7	3.6	-5.6	0.7	-48.7	11.1	-3.2

Compound profiles, from the list above. Screens in order: Vif imaging, CF NFkB inh, Peg3 promoter, Shn3 3UTR inh, KKLEB cytotox, TRPM1 prom inh, NR2E3 ag-1, NR2E3 ag-2, HIF-2a block, PDI inh, CaV13 FRET inh
C(=C\c1ccccc1)/CN1CCN(C(c2cc3ccccc3o2)c2nnnn2C2CCCCC2)CC1 (configuration not stated) in the list: -2.1, 15.7, 25.6, 7.2, -2.8, ., -1.7, ., -47.6, ., -6.3
CC1=C(C(=O)N(C(C)C)C(C)C)CC(CC(=O)NCc2cccs2)C(=O)N1Cc1ccccc1 (configuration not stated) in the list: -1.6, 9.0, 6.7, 5.4, 7.2, ., -3.9, ., 7.5, 1.7, -6.3

More results
SMILES	Vif imaging	CF NFkB inh	Peg3 promoter	Shn3 3UTR inh	KKLEB cytotox	TRPM1 prom inh	NR2E3 ag-1	NR2E3 ag-2	HIF-2a block	PDI inh	CaV13 FRET inh
Cc1occc1C(=O)N/N=C/C1=C(N2CCOCC2)C(=C/c2ccc(Cl)cc2Cl)/CC1	132.8*	-1.7	13.3	-4.6	-11.3	6.4	-56.3	.	2.4	-4.8	-9.4
O=C(Nc1ccc2c(c1)OCO2)c1csc([C@@H]2O[C@H](CO)[C@H](O)[C@H](O)[C@H]2O)n1	-3.9	-9.5	1.1	1.0	-10.8	.	1.3	.	-0.3	-5.5	-2.4
CN(Cc1ccccc1)C(=O)C1CCN(S(=O)(=O)c2cc([N+](=O)[O-])ccc2Cl)CC1	.	-14.6	21.2	-18.0	-7.1	10.9	12.8	3.5	15.9	-1.4	-5.3
COc1ccc(S(=O)(=O)N2CCOC2CNC(=O)C(=O)NCc2ccccc2OC)cc1 (configuration not stated)	2.2	-0.3	24.5	2.9	-9.2	5.4	-19.5	3.0	5.3	-7.9	-6.2
O=C(CSc1n[nH]c(=O)n1-c1cccnc1)N1CCOCC1	5.0	25.1	-2.2	-11.6	-8.0	.	12.1	4.6	7.7	-1.3	3.0
O=C(CN1CCC(C(=O)c2cccc(Cl)c2)CC1)Nc1cccc(C(=O)O)c1	4.1	1.0	5.9	-8.6	-3.5	-1.0	-7.6	2.0	16.6	0.2	-6.6
Cc1cccc(CN2CCN(Cc3cnn(-c4ccccc4F)c3)CC2CCO)n1 (configuration not stated)	-2.4	-11.5	30.0	-12.2	18.7	-10.8	5.7	1.8	6.0	-10.7	-4.3
CN(Cc1cccc(F)c1)CC(O)COCc1ccccc1Cl (configuration not stated)	-9.7	-5.7	6.0	6.9	17.2	17.6	-42.8	4.5	3.2	1.7	-2.4
COc1ccc(OC)c(NC(=O)c2cc(-c3cc(F)ccc3OCC3CCCO3)n[nH]2)c1 (configuration not stated)	.	5.0	25.5	86.3*	-21.4	.	-33.0	.	-9.0	-0.5	-6.5
COc1ccc(N2CCC(CNC(=S)Nc3c(C)cccc3C)C2)cc1 (configuration not stated)	-12.5	17.4	11.4	-7.4	4.3	-9.3	1.8	-4.4	3.6	-3.7	0.9
CC(C)=CCc1c2c(c3occ(-c4ccc(O)cc4)c(=O)c3c1O)C=CC(C)(C)O2	-0.2	-2.7	-22.4	42.6	8.8	15.2	-20.9	5.0	6.8	.	.
CN(CC(=O)NCc1ccccc1)Cc1cccc(F)c1	10.8	0.3	0.9	-8.9	4.9	-2.9	-13.2	.	12.6	-3.8	-15.7
COc1cccc(NC(=O)N(CCCN2CCOCC2)C(C)c2cc3cccc(OC)c3o2)c1 (configuration not stated)	6.4	1.0	9.6	2.7	1.3	6.4	-18.1	-0.8	16.5	-1.1	.
CC1CCCCN1C(=O)CN1C(=O)c2ccccc2S1(=O)=O (configuration not stated)	41.8	-8.2	-121.8	1.1	18.1	1.8	-33.8	0.2	-56.2	0.2	-2.8
Cc1noc(C)c1COc1ccc(C(=O)OCc2nnc(-c3ccc(Cl)cc3)o2)cc1	10.6	-20.6	-15.9	-8.9	8.0	3.3	-9.0	0.7	0.6	13.1	-5.9
COc1ccc(CCNC(=O)CSc2nnnn2-c2ccccc2OC)cc1OC	4.8	13.2	-5.2	17.4	-16.5	11.1	-21.9	1.6	0.9	2.0	-5.3
COCCSc1nc2c(c(=O)[nH]c(=O)n2C)n1CCCc1ccccc1	14.8	5.5	6.4	4.3	-13.4	-1.1	3.4	-1.8	20.6	21.5	-4.6
Cc1ccc(C2NC(c3ccc(C)cc3)C(C)C(=O)C2C)cc1 (configuration not stated)	7.3	-5.0	7.7	-18.2	6.8	-1.5	-5.8	1.1	10.2	-2.0	1.4
CCNc1nc(NC(C)C)nc(N(C#N)CCOc2ccccc2)n1	5.6	29.7	25.0	63.8	-21.8	16.0	-20.3	3.2	15.2	3.0	-4.8
COC(=O)c1[nH]c(C)c(/C(O)=C2\C(=O)C(=O)N(CCCN3CCOCC3)C2c2ccccn2)c1C (configuration not stated)	0.5	-9.5	-5.5	-12.4	8.2	4.4	-30.2	-1.4	-0.9	2.5	.
C[C@H]1CN([C@@H](C)CO)C(=O)c2cc(Br)cnc2O[C@H]1CN(C)C(=O)C1CCC1	-4.0	-30.1	3.3	-1.2	6.5	.	-11.5	.	6.9	2.3	-4.9
Cc1ccc(C)c(S(=O)(=O)N2CCN(C(=O)CCc3nc4ccccc4c(=O)[nH]3)CC2)c1	.	-15.8	-2.5	11.4	-2.8	-2.6	18.5	-1.5	18.8	-6.4	-5.9
CN(C(=O)c1cccc(NC(=O)Cc2ccc(NC(=O)C3CCN(C(=O)C4CCCCC4)CC3)cc2)c1)C1CCC1	.	-2.1	-15.2	-10.4	1.3	-6.0	-22.8	.	7.6	-2.9	-4.9
CCOC(=O)Cn1nc(C)c(NC(=O)COc2cccc(Cl)c2)c1C	-18.7	-9.4	-42.2	1.3	3.7	5.5	6.7	0.3	13.9	1.0	13.0
O=S(=O)(NCc1ccccn1)c1ccc2ccccc2c1	14.8	0.7	-19.9	13.4	6.2	-10.4	1.2	4.6	-33.8	6.5	-2.5
Cc1cc(NC(=O)COc2ccccc2)ccc1Cl	17.6	6.3	-229.2	-74.3	-9.8	-28.7	15.2	-0.9	-342.0	0.7	-20.1
O=C(c1cccs1)N(Cc1ccc(Cl)cc1)C1CCS(=O)(=O)C1 (configuration not stated)	-2.4	-26.2	3.5	-0.8	-4.3	-3.5	13.2	4.0	6.9	3.6	-4.7
O=C(CNC(=O)c1ccccc1F)N/N=C/c1cccs1	-7.5	-1.4	-131.0	-25.4	8.4	-53.6	-11.2	-0.3	-126.6	-3.6	-6.1
CC(=O)N1c2ccc(S(=O)(=O)N3CCC(C(=O)Nc4cccc(C)n4)CC3)cc2CC1C (configuration not stated)	-5.1	-4.6	15.1	51.1	6.6	15.0	49.7	-3.8	11.8	-1.6	-2.6
Cc1ccc(-n2nc3c(=O)n(CCCC(=O)NCc4ccccc4F)nc(C)c3c2C)cc1	0.1	1.8	22.7	7.7	0.0	-0.3	17.8	-2.9	6.7	-1.0	-3.1
CCc1ccc(N(C(=O)CNC(=O)c2ccco2)C(C(=O)NCC2CCCO2)c2ccccc2)cc1 (configuration not stated)	-1.1	5.7	6.0	51.6	0.0	1.9	-1.6	3.9	15.8	-0.6	.
O=C(NC(Cc1ccccc1)C(=O)O)/C(=C/c1ccc(Br)cc1)NC(=O)c1ccc(Br)o1 (configuration not stated)	-2.8	15.8	17.4	1.8	3.0	-0.9	1.9	-4.7	11.4	7.9	-7.8
N#Cc1cc([N+](=O)[O-])ccc1Oc1cccc(/C=N/NC(=O)c2cccc(Cl)c2)c1	-13.9	-9.9	20.2	7.6	-4.3	-7.9	-22.9	-0.2	2.5	-1.4	.
O=C(Nc1nccs1)c1ncc(Cl)c(Cl)c1Cl	?	-19.5	-141.5	-32.0	12.1	-10.3	3.3	1.8	-68.3	-14.6	-4.2
Oc1ccc(/C=N/Nc2nn3cnnc3c3ccccc23)cc1	-5.2	-11.8	-12.9	6.0	-4.1	0.7	-21.4	-0.2	-20.5	-1.5	-15.0
OCC[C@H]1C[C@H](O)[C@@H](O)[C@]2(CCc3ccccc3CO2)O1	0.2	-13.4	2.1	-15.1	-1.8	-6.3	24.9	3.4	5.2	3.7	-10.9

Look-ups from the list:
In HIF-2a block, CCc1ccc(N(C(=O)CNC(=O)c2ccco2)C(C(=O)NCC2CCCO2)c2ccccc2)cc1 (configuration not stated) is entered as 15.8
In KKLEB cytotox, O=C(NC(Cc1ccccc1)C(=O)O)/C(=C/c1ccc(Br)cc1)NC(=O)c1ccc(Br)o1 (configuration not stated) is entered as 3.0

High-throughput results: PubChem, several laboratories
